Screening results (PubChem BioAssay)
RAD52 anneal inh: blocks human RAD52 DNA annealing; P43351; recombinant RAD52 DNA annealing, FRET fluorescence; inhibition, % at 18.7 µM; hit rate 0.46% among 360,000; AID 651710;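 active means every replicate showing at least 50% inhibition; inconclusive means mean inhibition at least 50% but not in every replicate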
ERAP1 inh: ERAP1 (human) enzyme inhibition; Q9NZ08; recombinant ERAP1, Leu-AMC fluorescence, 60 min; inhibition, % at 10.7 µM; hit rate 0.15% among 340,000; AID 652197;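 active means mean replicate inhibition of at least 30%, or all replicates individually reaching that 30% level; inactive means mean below 30% and not every replicate reaching it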;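 further: 0% = neutral control wells and 100% = L-leucinethiol positive control wells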
Target sequence (Q9NZ08 whole entry, looked up): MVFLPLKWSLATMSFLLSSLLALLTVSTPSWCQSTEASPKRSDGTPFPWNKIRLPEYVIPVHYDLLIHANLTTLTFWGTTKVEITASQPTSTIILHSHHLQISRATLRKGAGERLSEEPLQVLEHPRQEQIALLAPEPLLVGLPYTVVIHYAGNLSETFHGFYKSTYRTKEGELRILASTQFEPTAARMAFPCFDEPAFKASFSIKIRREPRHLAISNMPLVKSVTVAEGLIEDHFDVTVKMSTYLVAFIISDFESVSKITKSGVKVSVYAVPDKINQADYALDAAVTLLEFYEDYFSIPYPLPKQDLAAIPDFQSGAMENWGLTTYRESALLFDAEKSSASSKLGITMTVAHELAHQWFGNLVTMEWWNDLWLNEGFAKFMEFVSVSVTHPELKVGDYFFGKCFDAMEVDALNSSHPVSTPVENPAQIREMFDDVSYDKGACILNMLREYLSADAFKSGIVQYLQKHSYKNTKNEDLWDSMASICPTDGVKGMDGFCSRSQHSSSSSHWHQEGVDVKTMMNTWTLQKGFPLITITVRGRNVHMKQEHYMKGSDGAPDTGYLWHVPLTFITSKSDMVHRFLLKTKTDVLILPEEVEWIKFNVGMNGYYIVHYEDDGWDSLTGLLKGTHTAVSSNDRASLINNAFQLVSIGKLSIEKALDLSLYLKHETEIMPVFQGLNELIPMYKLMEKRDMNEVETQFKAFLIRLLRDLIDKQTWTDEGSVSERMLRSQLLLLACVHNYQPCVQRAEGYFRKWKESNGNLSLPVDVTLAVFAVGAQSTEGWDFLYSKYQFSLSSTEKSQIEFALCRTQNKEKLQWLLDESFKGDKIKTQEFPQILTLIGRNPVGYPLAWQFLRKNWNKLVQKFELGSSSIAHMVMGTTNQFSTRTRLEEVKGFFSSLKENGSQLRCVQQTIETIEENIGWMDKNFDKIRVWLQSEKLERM
esBAF inh: blocks esBAF chromatin remodeling in mouse ES cells | Bmi1-luciferase knock-in reporter, 24 h; 100% = twice the neutral-well signal | AID 602393 | hit rate 2% among 350,000 | reporter increase, % at 12.5 µM; in the data active means activation above about 40%; inconclusive means no clear call, values can overlap the other calls;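 further: 0% = median of the plate's neutral control wells and 100% = double that signal; a rise in the Bmi1 reporter signal indicates esBAF inhibition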
RAD54 branch: RAD54 (human) branch migration inhibition; RAD54 Holliday junction branch migration, FAM/BHQ fluorescence; hit rate 0.14% among 360,000; Q92698; inhibition, % at 10.4 µM;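 active means mean normalized replicate activity at least 40 and at least half of replicates scoring 40 or more; inconclusive means only one of the two criteria met; inactive means mean below 40 and under half of replicates reaching 40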;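 further: 0% = median of neutral control wells and 100% = median of positive control wells; inhibitors cause a drop in the FAM fluorescence signal; in these data hits start at about 50%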
ERp5 inh: ERp5 (human) disulfide isomerase inhibition; Q15084; ERp5 insulin aggregation, absorbance 650 nm, 90 min; inhibition, % at 9.99 µM; hit rate 0.05% among 350,000; AID 651711;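 active means mean replicate inhibition above about 25%, with every replicate also reaching it, limit read from the data, passing the limit was not always enough; inconclusive means only one of those two criteria met; inactive means neither criterion met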
Xi reactivation: X-chromosome reactivation activator; hit rate 0.055% among 360,000; activation, % at 7.58 µM; XiGFP mouse fibroblasts, % GFP-positive cells imaging, 3 d; cells co-treated with 5-aza-dC sensitizer; scaled so ellipticine positive control = 100%;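 active means mean normalized replicate activation at least 10% and every replicate at or above 10%; inconclusive means only one of the two criteria met; inactive means mean below 10% and not all replicates reach 10%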;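 further: 0% = median of on-plate neutral control wells and 100% = ellipticine 6 µM median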
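Schedule: 3 d treatment, 15 min room-temperature fixation; system: 68-5-11 XiGFP fibroblast line; buffer or medium: DMEM plus 5-aza-dC sensitizer; control set: ellipticine 6 µM positive control; compound: one concentration, pinned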
S100A4 MyoIIA: S100A4-myosin IIA interaction inhibition | hit rate 0.14% among 360,000 | S100A4/TAMRA-MyoIIA peptide fluorescence polarization | P26447 | inhibition, % at 10.7 µM;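 active means mean inhibition of at least 70% across replicates, with every replicate also reaching that level; inconclusive means mean inhibition reaches 70% but some replicates fall short; inactive means mean inhibition below 70%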
Target sequence (P26447 whole entry, looked up): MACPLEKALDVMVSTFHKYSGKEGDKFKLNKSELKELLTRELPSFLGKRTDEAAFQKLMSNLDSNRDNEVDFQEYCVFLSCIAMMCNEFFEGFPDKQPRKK
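Assay system: human S100A4 monomer with TAMRA-labelled myosin IIA peptide / Buffer or medium: Calcium-containing HEPES buffer, pH 7.2 / Reagent: TAMRA-labelled myosin IIA heavy-chain peptide probe, 5 nM / Compound: one dose per compound / Timing: polarization read 5 min after assay mix addition, stable 5–60 min / Benchmarks: neutral control DMSO, positive control TFP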
E-sel inducer: induces E-selectin expression in human endothelial cells | P16581 | HUVEC E-selectin immunofluorescence imaging; normalized: neutral wells 0, TNF-alpha wells 100 | activation, % at 7.58 µM | hit rate 0.37% among 260,000 | AID 686992;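 active means mean E-selectin-positive cell signal at least 10% of the positive control, reached in at least 60% of replicates, without over 20% cell loss; inconclusive means no rule given, readout overlaps actives, possibly toxicity-flagged; inactive means the rest, including those meeting only one limit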;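 further: in these data hits start at about 27%; measured in HUVEC primary endothelial cells; signal is the percent of cells scored E-selectin positive by PE staining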
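Assay system: HUVEC, human umbilical vein endothelial cells / Amount: 3,000 HUVEC/well / Controls: TNF-alpha positive control, DMSO neutral control / Compound dosing: single concentration / Medium: EGM-2 over gelatin coat / Evaluation: percent E-selectin-positive cells / Signal: immunofluorescence imaging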
An asterisk follows results filed as active; i = inactive; ? = inconclusive; · = not tested or not shown; & = joins results of further samples.

SMILES	RAD52 anneal inh	ERAP1 inh	esBAF inh	RAD54 branch	ERp5 inh	Xi reactivation	S100A4 MyoIIA	E-sel inducer
CCOC(=O)c1ccc(NC(=O)CCC(=O)NCc2ccco2)cc1	-3	-1	5	-9	-1	0.0	-5	·
CC(C)(C)N1CC23C=CC(C[C@@H]2C1=O)O3 (some centres not stated)	-15	-1	3	4	-3	0.4	-5	0.7
Cc1ccc(S(=O)(=O)N2CCOCC2)cc1NC(=O)COC(=O)c1ccc(Cl)nc1	-15	0	7	-5	1	0.3	-2	-1.2
COC(=O)c1sc2ncn(CC(=O)NCCc3ccc(OC)c(OC)c3)c(=O)c2c1C	-10	1	-7	2	0	-0.1	7	1.4
COc1ccc(CN(C)C(=O)CCc2ccc(S(=O)(=O)N3CCCCCC3)cc2)c(OC)c1	-5	4	14	1	8	0.4	-8	-0.2
O=S(=O)(Nc1nc2ccccc2nc1Cl)c1ccccc1C(F)(F)F	-3	3	-1	-9	1	0.1	-44	·
O=C(NCC[C@@H]1CC[C@@H](NS(=O)(=O)c2cccc(F)c2)[C@@H](CO)O1)C1CCCCC1	8	-1	6	2	-7	0.0	-7	-0.3
CCCn1c(=O)c2ccccc2n2c(SCc3nnc(-c4ccccc4Br)o3)nnc12	-4	-1	-3	-6	1	·	7	·
COc1ccc(C(=O)O)c(OC)n1	-3	-1	-5	-3	0	0.0	0	-1.2
CCOc1ccccc1N(CC(=O)Nc1ccccc1)S(=O)(=O)c1ccccc1	-28	3	-3	-6	0	0.0	-9	·
O=C(O)Cc1ccc(NS(=O)(=O)c2ccc3ccccc3c2)cc1	-14	-5	-9	2	1	0.1	-2	·
COc1ccc(OC)c(/C=N/n2c(COc3ccccc3)n[nH]c2=S)c1	-4	1	-6	3	0	0.0	0	0.0
CC1CCCC(NC(=O)C2N(CCCN3CCCC3)C(=O)C3C(C(=O)Nc4cccc(Cl)c4)C4C=CC32O4)C1C (configuration not stated)	-3	-6	-4	9	0	0.1	6	·
CCOC(=O)c1[nH]c2c(c1-c1ccccc1)C(=O)CC(c1ccc(OCC)cc1)C2 (configuration not stated)	-11	·	-23	4	-3	0.2	0	0.7
Cc1cc(N2Cc3ccccc3C2)ccc1C=O	-16	-3	22	-2	-2	0.1	-22	·
CCCCCCCC(=O)NN=C1CCN(Cc2ccccc2)CC1	·	·	-7	2	·	-0.1	·	1.5
CCOC(=O)c1c(-c2cccs2)csc1NC(=O)CSc1ncn[nH]1	-12	2	5	1	2	·	-5	·
CN(Cc1ccccc1O)CC1CCCN(CCc2ccc(Cl)cc2)C1 (configuration not stated)	-16	-1	-9	13	4	0.0	-4	·
CC1(C)c2[nH]c3ccccc3c2C[C@H]2C(=O)N(CCCCCO)CC(=O)N21	9	2	4	-9	-6	0.0	-3	·
COc1ccc(S(=O)(=O)N2CCOCC2)cc1NC(=O)Cc1ccc(Cl)c(Cl)c1	5	0	·	·	7	-0.3	2	-2.8
O=C(N[C@H]1CCC(=O)N(CCSc2ccc(Br)cc2)CC1)OCc1ccccc1	12	-2	-3	-5	6	0.1	-4	0.3
CC=Cc1ccc2n(c1=O)C[C@H]1[C@H](CO)[C@@H](C(=O)N[C@@H](C)c3ccccc3)[C@@H]2N1Cc1ccncc1 (mixture of isomers)	4	2	5	5	3	0.4	?	-0.4
O=C(N[C@H]1CC[C@@H](CCNS(=O)(=O)c2ccc(Cl)cc2)O[C@H]1CO)c1cnccn1	-5	-1	2	6	7	0.0	9	0.6
C[C@@H]1CN([C@H](C)CO)C(=O)c2c(c3ccccc3n2C)-c2ccccc2CO[C@@H]1CN(C)C(=O)Nc1cccc(C(F)(F)F)c1	-2	2	·	·	13	0.6	16	4.3
O=C(Cc1ccccc1)N1CC(=O)N2[C@H](C1)[C@@H](c1ccc(C#CCc3ccccc3)cc1)[C@@H]2CO	-15	·	·	·	12	1.1	-9	-0.5
C=CCn1c(C)cc(C(=O)COC(=O)C2CC(=O)N(CCc3ccc(OC)c(OC)c3)C2)c1C (configuration not stated)	-11	-1	9	-2	1	0.0	-1	0.6
CCC(=O)N(C)C[C@@H]1Oc2cc(C#Cc3cccnc3)ccc2S(=O)(=O)N([C@@H](C)CO)C[C@@H]1C	6	-1	2	3	-3	-0.8	-2	0.4
COc1ccccc1-n1cnc2c(c1=O)c1nc3ccccc3nc1n2-c1ccc(C)cc1	-27	0	·	·	-1	0.1	10	·
Cc1cccc(C)c1-n1nnnc1C1c2ccccc2C(=O)N1CCc1ccc(O)cc1 (configuration not stated)	-2	·	·	·	-6	0.0	0	-7.1
CN(C)C(=O)CCC(=O)N1CCCC(N2CCN(c3cccc(C(F)(F)F)c3)CC2)C1 (configuration not stated)	5	-2	-13	-8	-1	0.1	-2	0.5
C[C@@H]1CN([C@@H](C)CO)C(=O)Cc2cc(NC(=O)C3CC3)ccc2O[C@@H]1CN(C)S(C)(=O)=O	11	0	-1	-13	4	0.2	3	-0.3
C[C@@H]1CCCCO[C@@H](CN(C)C(=O)Cc2ccccc2)[C@@H](C)CN([C@H](C)CO)C(=O)c2cc(N(C)C)ccc2O1	-57&-5	-1&4&1	-2&-10&-2	-9&-7&4	-6&-1&-4	-0.1&0.0	23&-5&12	-0.1
Cc1cccc(NC(=O)C2CCN(S(=O)(=O)c3ccc4c(c3)OCCO4)CC2)n1	-4	-1	1	-6	-1	0.3	16	·
COC1C(CO)OC(n2c3c(Cl)cccc3c3c4c(c5c6cccc(Cl)c6[nH]c5c32)C(=O)NC4=O)C(O)C1O (configuration not stated)	i	-7	·	·	-9	23*	3	0.4
COc1ccc(NC(=O)COc2ccc3c(c2)OCO3)cc1	-7	-2	1	-1	0	0.2	-7	0.0
COc1cc(C(=O)Nc2ccc(C)cn2)ccc1OCC(=O)N1CCOCC1	-2	-2	13	3	4	0.3	-1	1.3
C[C@@H]1CN([C@H](C)CO)C(=O)c2cccc(NS(=O)(=O)c3ccc(Cl)cc3)c2O[C@H]1CN(C)C	17	-2	1	5	5	0.0	2	-0.1
C=CCOc1cccn2c(N(C=O)Cc3ccc(OC)cc3)c(CC)nc12	-12	3	-2	5	1	0.2	0	3.5
CSC(=NC#N)N1CCN(c2c(C)cccc2C)CC1	-4	-2	-4	6	-1	0.2	-1	·
CC(=O)Nc1ccc(SC[C@H](C)CN2CC[C@H](C(C)(C)C)CCC2=O)cc1	-5	-1	9	-3	0	-0.3	11	0.3
O=C(NCCc1ccncc1)[C@H]1[C@H](CO)[C@H]2Cn3c(ccc(-c4ccccc4)c3=O)[C@@H]1N2	0	-1	-2	-3	3	0.4	-10	-0.5
CC(C)NC(=O)N(C)C[C@H]1Oc2c(NC(=O)Nc3ccc(F)cc3)cccc2C(=O)N([C@H](C)CO)C[C@H]1C	10	0	5	-2	3	0.2	-3	0.5
C[C@H]1CN([C@@H](C)CO)C(=O)c2cc(NS(=O)(=O)c3ccc(F)cc3)ccc2O[C@H]1CN(C)Cc1ccc(C(=O)Nc2ccccc2N)cc1	2	4	-18	-2	-1	-0.8	-22	·
O=C(NCC[C@@H]1CC[C@@H](NS(=O)(=O)c2ccc(Cl)cc2)[C@H](CO)O1)c1ccccc1F	-6	0	3	-7	5	-0.4	11	-0.5
CC(C)NC(=O)N(C)C[C@H]1Oc2cc(-c3ccccc3)ccc2S(=O)(=O)N([C@@H](C)CO)C[C@H]1C	8	-2	0	0	-1	-0.3	15	-0.1
COc1ccc(NC(=O)N[C@H]2CC[C@H](CCNC(=O)CCN3CCCCC3)O[C@H]2CO)cc1	-12	-1	-7	2	-1	-0.3	6	0.3
COc1ccc(CNC(=O)CN2C(=O)CSc3ccc(S(=O)(=O)N4CCOCC4)cc32)cc1	13	2	-7	6	-2	0.0	1	·
Cc1c(CCC(=O)N[C@@H](CC(C)C)C(=O)O)c(=O)oc2c(C)c3oc4c(c3cc12)CCCC4	-21	2	-8	-1	-2	0.0	-2	-0.1
C[C@@H]1CN([C@@H](C)CO)C(=O)c2cc(NS(=O)(=O)c3ccc(Cl)cc3)ccc2O[C@H]1CN(C)Cc1ccc(C(=O)O)cc1	-1	-3	5	5	-9	-0.5	13	0.2
COc1cc(C(=O)O)ccc1O	-4	0	1	6	6	0.1	-2	-0.4
COc1ccc2c3c(n(C)c2c1)[C@H](CO)N(C)CC31CN(C(=O)c2ccc3c(c2)OCO3)C1	18	0	·	·	-4	0.0	7	0.0
c1cnn2c(-c3ccc4c(c3)CCO4)cnc2c1	-8	2	12	3	1	0.0	-1	0.4
NS(=O)(=O)c1ccc(NC(=O)Nc2ccc(C(F)(F)F)cc2)cc1	-18	0	·	6	6	0.0	-8	0.4
O=C(c1cccc(C(F)(F)F)c1)C1CCCN(C(=O)c2cc(C3CC3)[nH]n2)C1 (configuration not stated)	-11	-3	2	-7	-7	0.1	2	·
Cc1ccc(CC(=O)N/N=C/c2ccc3c(c2)OCO3)cc1	-26	0	·	·	-1	0.3	10	2.5
Cc1nn(C)cc1CN(C)S(=O)(=O)c1cccc([N+](=O)[O-])c1	-10	3	·	·	2	-0.1	-3	·
CC(=O)CSc1nc2c(c(=O)[nH]c(=O)n2C)n1Cc1ccccc1Cl	-7	-1	3	3	3	0.0	-2	·
C[C@@H]1CN([C@@H](C)CO)C(=O)Cc2cc(NC(=O)NC3CCCCC3)ccc2O[C@H]1CN(C)CC1CC1	11	0	-1	5	9	-0.1	7	-1.8
O=S(=O)(c1cccc2cccnc12)N1CCN(Cc2ccccc2)CC1	-23	-1	·	·	3	0.1	-5	3.8
Cc1noc(C)c1NC(=O)N(C)C[C@@H]1OCCCC[C@@H](C)Oc2ccc(NC(=O)c3ccncc3)cc2C(=O)N([C@@H](C)CO)C[C@H]1C	-11	1	3	-10	-5	0.2	7	-0.2
Next section
SMILES	RAD52 anneal inh	ERAP1 inh	esBAF inh	RAD54 branch	ERp5 inh	Xi reactivation	S100A4 MyoIIA	E-sel inducer
O=S(=O)(CCN1CCOCC1)c1ccc(Cl)cc1	-1	4	·	·	1	0.0	-4	-0.1
CC1CN=C(NC(=O)c2cccc([N+](=O)[O-])c2)S1 (configuration not stated)	7	-5	34	-21	2	0.1	-1	-0.1
COc1cccc(N2CCN(c3ccc(S(=O)(=O)N4CCCC4)cc3)CC2)c1	2	-6	-6	-4	-2	·	1	·
CNc1cc(-c2ccc(OC)nc2)ncn1	-5	4	50*	13	7	0.0	-1	-0.2
Cc1cccc(NC(=O)CSc2nnc3ccc(-c4ccccn4)nn23)c1	-11	1	7	·	-5	0.2	9	1.1
O=C(/C=C/c1cccc([N+](=O)[O-])c1)NCCN1C(=O)S/C(=C\c2ccc(F)cc2)C1=O	-7	-1	·	-4	5	0.0	2	·
COc1ccc(NC2CCCN(C(=O)c3ccc(OC)cc3OC)C2)cc1 (configuration not stated)	-18	3	-2	0	-4	0.0	-8	·
